High-throughput results as filed in PubChem BioAssay.
S100A4 MyoIIA: S100A4-myosin IIA interaction inhibition; P26447; S100A4/TAMRA-MyoIIA peptide fluorescence polarization; inhibition, % at 10.7 µM; hit rate 0.14% among 360,000; AID 652163;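 active = mean inhibition of at least 70% across replicates, with every replicate also reaching that level; inconclusive = mean inhibition reaches 70% but some replicates fall short; inactive = mean inhibition below 70%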
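Material: S100A4 monomer (human). Medium: Calcium-containing HEPES buffer, pH 7.2. Probe or stimulus: labelled myosin peptide probe, 5 nM. Compound dosing: one concentration per compound. Timing: polarization read 5 min after assay mix addition, stable 5–60 min. Benchmarks: DMSO as neutral control, TFP as positive control.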
RAD54 branch: RAD54 (human) branch migration inhibition. Q92698. RAD54 Holliday junction branch migration, FAM/BHQ fluorescence. inhibition, % at 10.4 µM. hit rate 0.14% among 360,000;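 active = mean normalized replicate activity at least 40 and at least half of replicates scoring 40 or more; inconclusive = only one of the two criteria met; inactive = mean below 40 and under half of replicates reaching 40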;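 note: 0% = median of neutral control wells and 100% = median of positive control wells; inhibitors cause a drop in the FAM fluorescence signal; in these data hits start at about 50%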
Xi reactivation: X-chromosome reactivation activator. XiGFP mouse fibroblasts, % GFP-positive cells imaging, 3 d; cells co-treated with 5-aza-dC sensitizer; scaled so ellipticine positive control = 100%. activation, % at 7.58 µM. hit rate 0.055% among 360,000;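 active = mean normalized replicate activation at least 10% and every replicate at or above 10%; inconclusive = only one of the two criteria met; inactive = mean below 10% and not all replicates reach 10%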;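 note: 0% = median of on-plate neutral control wells and 100% = ellipticine 6 µM median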
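System: SV40-immortalized XiGFP fibroblast cells, line 68-5-11 / Incubation: 3-day compound exposure, then 15 min fixation at room temperature / Compound: single concentration per compound, delivered by pin transfer / Buffer or medium: DMEM plus 5-aza-dC sensitizer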
esBAF inh: SWI/SNF esBAF complex inhibition | mouse ES cells, Bmi1-luciferase knock-in reporter, 24 h; 100% = twice the neutral-well signal | reporter increase, % at 12.5 µM | hit rate 2% among 350,000 | AID 602393; in the data active = activation above about 40%; inconclusive = no clear call, values can overlap the other calls;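 note: 0% = median of the plate's neutral control wells and 100% = double that signal; a rise in the Bmi1 reporter signal indicates esBAF inhibition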
ERp5 block: ERp5 (human) disulfide isomerase inhibition | Q15084 | ERp5 insulin aggregation, absorbance 650 nm, 90 min | inhibition, % at 9.99 µM | hit rate 0.05% among 350,000 | AID 651711;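 active = mean replicate inhibition above about 25%, with every replicate also reaching it, limit read from the data, passing the limit was not always enough; inconclusive = only one of those two criteria met; inactive = neither criterion met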
Target sequence (Q15084 whole entry, looked up): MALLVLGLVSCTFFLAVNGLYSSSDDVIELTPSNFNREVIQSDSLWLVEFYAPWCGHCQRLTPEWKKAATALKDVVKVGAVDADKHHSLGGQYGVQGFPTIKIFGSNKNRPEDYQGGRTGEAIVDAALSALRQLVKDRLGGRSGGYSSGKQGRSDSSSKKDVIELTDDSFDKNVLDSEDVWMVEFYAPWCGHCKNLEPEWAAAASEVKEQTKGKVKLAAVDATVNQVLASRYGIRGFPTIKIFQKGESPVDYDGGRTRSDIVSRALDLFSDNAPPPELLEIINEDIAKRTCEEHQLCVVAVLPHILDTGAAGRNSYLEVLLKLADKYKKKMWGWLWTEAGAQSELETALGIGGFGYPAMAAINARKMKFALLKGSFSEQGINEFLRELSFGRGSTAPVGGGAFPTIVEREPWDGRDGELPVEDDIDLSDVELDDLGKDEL
ERAP1 inh: inhibitors of human ERAP1 aminopeptidase. Q9NZ08. recombinant ERAP1, Leu-AMC fluorescence, 60 min. inhibition, % at 10.7 µM. hit rate 0.15% among 340,000. AID 652197;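 active = mean replicate inhibition of at least 30%, or all replicates individually reaching that 30% level; inactive = mean below 30% and not every replicate reaching it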;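 note: 0% = neutral control wells and 100% = L-leucinethiol positive control wells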
RAD52 anneal inh: RAD52 (human) annealing inhibition; P43351; recombinant RAD52 DNA annealing, FRET fluorescence; inhibition, % at 18.7 µM; hit rate 0.46% among 360,000; AID 651710;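 active = every replicate showing at least 50% inhibition; inconclusive = mean inhibition at least 50% but not in every replicate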
E-selectin induc: E-selectin induction on HUVECs; P16581; HUVEC E-selectin immunofluorescence imaging; normalized: neutral wells 0, TNF-alpha wells 100; activation, % at 7.58 µM; hit rate 0.37% among 260,000;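 active = mean E-selectin-positive cell signal at least 10% of the positive control, reached in at least 60% of replicates, without over 20% cell loss; inconclusive = no rule given, readout overlaps actives, possibly toxicity-flagged; inactive = the rest, including those meeting only one limit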;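 note: in these data hits start at about 27%; measured in HUVEC primary endothelial cells; signal is the percent of cells scored E-selectin positive by PE staining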
Target sequence (P16581 whole entry, looked up): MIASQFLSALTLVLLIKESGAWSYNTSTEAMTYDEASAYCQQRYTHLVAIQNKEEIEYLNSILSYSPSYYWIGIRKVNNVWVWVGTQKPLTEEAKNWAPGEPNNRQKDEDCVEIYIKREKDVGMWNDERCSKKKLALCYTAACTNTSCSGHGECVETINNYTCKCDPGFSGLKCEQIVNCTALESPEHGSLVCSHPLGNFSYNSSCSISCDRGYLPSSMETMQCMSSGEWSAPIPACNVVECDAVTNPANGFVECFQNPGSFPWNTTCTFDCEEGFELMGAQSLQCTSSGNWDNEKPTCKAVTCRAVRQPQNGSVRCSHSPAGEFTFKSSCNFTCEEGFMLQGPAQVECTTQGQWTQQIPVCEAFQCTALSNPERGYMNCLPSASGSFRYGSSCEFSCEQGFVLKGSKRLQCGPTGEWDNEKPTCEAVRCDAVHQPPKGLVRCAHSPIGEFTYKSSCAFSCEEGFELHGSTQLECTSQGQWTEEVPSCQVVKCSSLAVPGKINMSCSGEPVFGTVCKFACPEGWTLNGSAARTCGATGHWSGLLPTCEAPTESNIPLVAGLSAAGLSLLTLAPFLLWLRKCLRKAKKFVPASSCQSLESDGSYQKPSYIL
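Assay system: HUVEC primary endothelial cells. Input: 3,000 HUVEC seeded per well. Doses: one compound dose added by pin transfer. Read-out basis: % PE-positive cells. Benchmarks: TNF-alpha high, DMSO low. Detection: immunofluorescence imaging. Buffer or medium: EGM-2, gelatin.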
An asterisk follows results filed as active; u = inconclusive; x = no result given.

SMILES	S100A4 MyoIIA	RAD54 branch	Xi reactivation	esBAF inh	ERp5 block	ERAP1 inh	RAD52 anneal inh	E-selectin induc
O=C(CCc1nnc(CCCCc2ccccc2)o1)NCc1cccc(F)c1	-6	-1	0.2	-4	2	-3	-17	x
COCC#Cc1ccc2c(c1)O[C@H](CN(C)Cc1ccncc1)[C@@H](C)CN([C@H](C)CO)S2(=O)=O	-7	-8	-1.0	2	0	-2	-8	0.2
CCCC#Cc1ccc2c(c1)O[C@H](CN(C)C(=O)Nc1ccccc1F)[C@@H](C)CN([C@@H](C)CO)S2(=O)=O	11	-5	-0.3	5	-7	4	19	0.7
COc1ccccc1C(=O)N1C[C@@H]2[C@H](c3ccccc31)[C@@H](CO)N2C(=O)Cc1ccccc1	18	0	-0.1	-2	0	-1	-3	0.0
C[C@H](CO)N1C[C@H](C)[C@H](CN(C)S(=O)(=O)c2ccccc2)Oc2ccc(NC(=O)CCN3CCOCC3)cc2C1=O	-6	-11	-0.4	0	1	-15	0	0.2
Cn1cnc(S(=O)(=O)N2CCCCN3[C@H](CO)[C@@H](c4ccc(C5=CCCC5)cc4)[C@H]3C2)c1	62	-7	x	x	5	1	22	x
CCOC(=O)c1c(C)n(-c2ccc(OC)cc2)c2ccc(O)c(CN(C)C)c12	3	u	1.8	x	-6	1	44	x
CN(Cc1ccccc1)C(=O)C1CCCN1S(=O)(=O)c1ccc2c(c1)n(C)c(=O)c(=O)n2C (configuration not stated)	-4	-5	-0.1	-10	3	-1	-8	-0.4
COc1ccc(-c2nnc(SCC(=O)Nc3ccc(Cl)cc3)n2C)cc1	12	3	x	6	2	0	-3	x
O=C(C[C@@H]1CC[C@@H]2[C@H](COC[C@@H](O)CN2S(=O)(=O)c2ccc(F)cc2)O1)NCCN1CCCCC1	40	5	0.2	2	-3	-2	12	0.2
Cc1noc(C)c1S(=O)(=O)N(C)C[C@H]1OCCCC[C@H](C)Oc2ccc(NC(=O)Nc3ccc4c(c3)OCO4)cc2C(=O)N([C@H](C)CO)C[C@@H]1C	x	3	0.0	-4	x	x	x	-0.1
CCCN1[C@@H]2c3ccc(-c4cccc(F)c4)c(=O)n3C[C@H]1[C@H](CO)[C@H]2C(=O)N(C)C	1	x	0.2	x	4	-7	8	-0.3
Cc1cccc(OCC(=O)NC(C)C(=O)N/N=C/c2c(OCc3ccccc3)ccc3ccccc23)c1 (configuration not stated)	-3	-6	x	33	8	3	-14	x
O=C(NCCc1cccnc1)C1CCC(=O)N(Cc2cccc(C(F)(F)F)c2)C1 (configuration not stated)	-1	-3	0.1	0	-1	2	1	x
Cc1ccc(N/N=C(\C#N)C(=O)c2ccsc2)cc1	2	x	0.1	x	2	x	-28	x
Cc1cccc(OCC(=O)NNC(=O)C2CCN(c3ncnc4sc(C)c(C)c34)CC2)c1	-3	8	0.0	6	4	1	-13	0.6
CC1CCC2(CC1)NC(=O)N(NC(=O)CSc1nnc(NC3CC3)s1)C2=O (configuration not stated)	2	-6	0.6	-7	1	0	-11	x
COc1cc(OC)c(C(=O)OCC(=O)Nc2cc(C)on2)cc1OC	-1	x	0.0	x	-1	-3	-9	5.2
COc1ccccc1N(C)S(=O)(=O)c1ccc(C(=O)Nc2nnc(C)s2)cc1	-1	4	0.1	3	4	-1	-2	x
Clc1ccc(NN(Cc2ccncc2)c2ccc(Cl)cc2)cc1	33	-6	0.1	22	-2	-3	-13	-0.1
O=C(Nc1ccccc1F)N1CC(=O)N2[C@H](CO)[C@@H](c3ccc(C#CC4CC4)cc3)[C@H]2C1	1	x	-0.1	x	3	-2	-16	-0.1
Cc1ccc(C(=O)CC(=O)c2ccccc2)cc1	-4	-11	0.2	u	-12	2	-12	x
O=C(C[C@H]1C=C[C@@H](NC(=O)Nc2ccccc2F)[C@H](CO)O1)NCc1ccc(Cl)cc1	-39	2	-0.3	-4	4	3	-15	0.6
CS(=O)(=O)Nc1ccc2c(c1)[C@H]1C[C@H](CC(=O)N3CCOCC3)O[C@H](CO)[C@H]1O2	2	-12	-0.1	-2	1	0	9	-0.1
CC/C(=N/OC(=O)c1cccc(C)c1)C(=O)c1cccs1	-10	x	0.0	x	7	-1	-18	6.2
Cc1nnc2n(c1=O)C(CS(=O)(=O)c1ccc3ccccc3c1)CS2 (configuration not stated)	1	0	0.1	0	-2	-5	-25	3.0
CCOc1ccc(NC(=O)C(C)C(Cc2ccc(C)cc2)C(=O)O)cc1 (configuration not stated)	-1	x	-0.1	x	1	0	-12	x
CC1(c2nnc(Cc3ccccc3)o2)CC(c2cccc(F)c2)=NO1 (configuration not stated)	-3	1	0.3	1	1	x	-1	-0.1
Cc1ccc(C(=O)N/C(=C/c2cccnc2)C(=O)O)cc1	0	-1	0.1	3	3	1	-24	-0.8
NS(=O)(=O)c1ccc(N=Nc2c(O)[nH]c3ccc(Br)cc23)cc1	6	-8	1.0	-7	1	-2	-59	x
O=C(c1ccccc1)N1CC(=O)N2[C@H](CO)[C@@H](c3ccc(C#CCC4CCCC4)cc3)[C@@H]2C1	-4	x	0.3	x	2	0	-17	-0.1
C[C@@H]1CN([C@@H](C)CO)S(=O)(=O)c2ccc(C#CC3CCCC3)cc2O[C@@H]1CN(C)Cc1cccnc1	4	4	0.7	5	-4	0	0	-2.8
O=C(CCN1CCC2CCC(C2)C1)c1ccccc1 (configuration not stated)	0	4	-0.1	-4	0	1	-15	-0.4
CCOC(=O)C1=C(C)NC(=O)C(C#N)C1c1ccncc1 (configuration not stated)	-2	-10	x	-6	-4	6	-5	x
COc1ccc(S(=O)(=O)Nc2ccc3c(c2)C(=O)N([C@H](C)CO)C[C@@H](C)[C@H](CN(C)C(=O)Cc2ccccc2)OCCCC[C@H](C)O3)cc1	7	-8	0.4	-6	0	-3	2	-0.2
c1ccc2nc(SCc3cn4ccccc4n3)cnc2c1	4	-9	-0.2	x	0	0	-3	x
CN(C)S(=O)(=O)c1cccc(NC(=O)c2cccc(S(=O)(=O)N3CCCCCC3)c2)c1	5	1	0.5	1	1	3	-9	0.0
CN(CC(=O)Nc1c(Cl)cccc1Cl)C(=O)c1ccc(-n2cncn2)c([N+](=O)[O-])c1	0	x	-0.1	x	-11	-3	-16	x
CC(=O)Nc1sc2c(c1C#N)CCC2	-1	-6	0.0	1	0	-2	-20	3.2
O=C(NC1CC1)c1cc(-c2ccc(Br)cc2)nc2ccccc12	-6	-5	0.1	4	0	1	-4	3.0
Cc1c(C(=O)/C=C/c2ccccc2F)c2cc(O)ccc2n1C	1	3	0.1	57*	1	-1	-9	-0.2
Cc1ccc(OCCN(C)C(=O)CC2C(=O)NCCN2CC(C)(C)C)cc1 (configuration not stated)	-7	7	0.2	-2	-3	3	-24	x
C[C@H](CO)N1C[C@H](C)[C@H](CN(C)S(=O)(=O)c2ccccc2)Oc2ccc(NC(=O)C3CC3)cc2CC1=O	2	-2	0.8	-3	0	-4	6	x
CNC[C@@H]1OCCCC[C@H](C)Oc2ccc(NS(=O)(=O)c3cccs3)cc2C(=O)N([C@H](C)CO)C[C@@H]1C	1	1	0.2	0	5	2	-1	0.0
Cc1sc2ncnc(SCC(=O)N(C)C3CCS(=O)(=O)C3)c2c1C (configuration not stated)	1	x	-0.2	x	0	-2	3	4.7
Cc1ccc2c(c1)N(C(C)C(=O)NCc1ccccn1)C(=O)CO2 (configuration not stated)	-5	x	-0.1	11	4	-3	-23	3.5
Cc1cccc(CCNC(=O)CCS(=O)(=O)c2ccc3nc(C)sc3c2)c1	2	-3	0.3	-1	-7	x	-11	-0.1
CC(C)CC(C(=O)OCC(=O)c1c(N)n(C)c(=O)n(C)c1=O)N1C(=O)C2CC=CCC2C1=O (configuration not stated)	-10	2	0.1	x	2	-1	-19	2.0
Cc1cc(OCC(O)CNC(C)c2ccccc2)ccc1C(C)C (configuration not stated)	-5	11	0.1	-4	2	-2	42	0.2
O=C(c1cc2cc(F)ccc2[nH]1)N1CCc2ccccc21	-12	-7	0.0	63*	0	1	7	-0.1
O=C(C[C@H]1C[C@@H]2c3cc(NC(=O)NC4CCCC4)ccc3O[C@@H]2[C@H](CO)O1)NCc1ccc(Cl)cc1	0	3	0.3	0	x	0	-2	-0.2
C[C@@H]1CCCCO[C@@H](CN(C)S(=O)(=O)c2cccs2)[C@@H](C)CN([C@H](C)CO)C(=O)c2cc(NC(=O)c3ccccc3)ccc2O1	x	-18	0.0	2	x	x	x	0.2
CC(OC(=O)C1=Cc2ccccc2OC1)C(=O)NCc1ccco1 (configuration not stated)	-3	x	0.0	x	4	6	-14	-0.7
Cc1noc(C)c1NC(=O)Nc1ccc2c(c1)C(=O)N([C@@H](C)CO)C[C@H](C)[C@H](CN(C)Cc1ccncc1)OCCCC[C@@H](C)O2	6	5	0.1	-3	-6	1	-11	-0.2
COc1ccccc1-c1cnc2c(c1)C(=O)N([C@@H](C)CO)C[C@H](C)[C@H](CN(C)Cc1cccc(F)c1)O2	-10	-9	-0.2	-7	17	-3	8	-0.6
O=C(NCCc1cccc(Cl)c1)C1CCC(=O)N(Cc2ccc(Cl)cc2)C1 (configuration not stated)	1	0	0.1	-3	-3	-1	-10	-0.1
NC(=O)CNc1ncc(C(F)(F)F)cc1Cl	-3	7	0.1	11	-9	0	-8	x
COCC(=O)Nc1ccc2c(c1)C(=O)N(C)C[C@@H](OC)[C@H](C)CN(Cc1ccccc1)[C@H](C)CO2	-2	11	0.3	0	1	0	-9	0.3
CCC(=O)N1[C@H](CN(CC)C(=O)c2ccccc2)[C@@H](c2ccccc2)[C@@H]1CO	2	-3	0.1	3	-4	1	4	-0.5
COc1ccc(-n2c(=S)[nH]c3cc(C(=O)NCCCN4CCOCC4)ccc3c2=O)cc1OC	-3	-2	-0.1	7	-15	0	-8	x

Compounds shown so far with a CF3 group:
SMILES	S100A4 MyoIIA	RAD54 branch	Xi reactivation	esBAF inh	ERp5 block	ERAP1 inh	RAD52 anneal inh	E-selectin induc
O=C(NCCc1cccnc1)C1CCC(=O)N(Cc2cccc(C(F)(F)F)c2)C1 (configuration not stated)	-1	-3	0.1	0	-1	2	1	x
NC(=O)CNc1ncc(C(F)(F)F)cc1Cl	-3	7	0.1	11	-9	0	-8	x

More records:
SMILES	S100A4 MyoIIA	RAD54 branch	Xi reactivation	esBAF inh	ERp5 block	ERAP1 inh	RAD52 anneal inh	E-selectin induc
Cc1cc(/C=N/NC(=O)c2cc3ccccc3o2)c(C)n1C	-7	0	0.0	12	4	-2	-2	-0.1
O=C(O)C(=Cc1ccc([N+](=O)[O-])cc1)c1ccccc1	-3	x	0.5	x	7	-5	-42	-0.2
O=C(c1ccc(NS(=O)(=O)c2ccc3c(c2)OCCO3)cc1)N1CCCCC1	3	x	0.2	6	3	-3	-9	x
C=CCN1CC(COCc2ccccc2)OCCS1(=O)=O (configuration not stated)	10	x	0.0	x	13	x	-6	2.2
CC1CCCCN1C(=O)c1cc(-c2ccc3c(c2)OCO3)on1 (configuration not stated)	24	-5	0.1	31	2	2	4	13
